# Screens (PubChem BioAssay)
# TEAD-YAP inh = TEAD-YAP interaction inhibition; inhibition, % at 9.12 µM; 640,000 compounds, 1.4% hits; HEK-TIYL cells, TEAD-Gal4/YAP UAS-luciferase luminescence; in the data active means inhibition above about 32%;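 further: 0% = median of test compound wells and 100% = reference inhibitor wells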
# GPR151 ag = activators of human GPR151; activation, % at 11.2 µM; Q8TDV0; PathHunter beta-arrestin GPR151 cells, luminescence; 650,000 compounds, 1% hits; in the data active means activation above about 4.9%;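 further: 0% = median of compound wells and 100% = cells with positive control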
# MITF primary = inhibitors of human MITF; O75030; AlphaScreen MITF homodimerization, bead proximity signal; inhibition, % at 2.6 µM; 650,000 compounds, 0.91% hits; in the data active means inhibition above about 50%;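 further: 0% = vehicle wells with protein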
# FBW7 act = human FBW7 E3 ligase activation, primary screen. Q969H0. AlphaScreen FBW7–phospho-cyclin E peptide binding, activator screen. normalized activity (activation), % at 26.1 µM. 650,000 compounds, 0.13% hits; in the data active means normalized activity above about 1.9%;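 further: purified mutant Fbw7 with reduced substrate affinity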
# Target sequence (Q969H0 whole entry, looked up): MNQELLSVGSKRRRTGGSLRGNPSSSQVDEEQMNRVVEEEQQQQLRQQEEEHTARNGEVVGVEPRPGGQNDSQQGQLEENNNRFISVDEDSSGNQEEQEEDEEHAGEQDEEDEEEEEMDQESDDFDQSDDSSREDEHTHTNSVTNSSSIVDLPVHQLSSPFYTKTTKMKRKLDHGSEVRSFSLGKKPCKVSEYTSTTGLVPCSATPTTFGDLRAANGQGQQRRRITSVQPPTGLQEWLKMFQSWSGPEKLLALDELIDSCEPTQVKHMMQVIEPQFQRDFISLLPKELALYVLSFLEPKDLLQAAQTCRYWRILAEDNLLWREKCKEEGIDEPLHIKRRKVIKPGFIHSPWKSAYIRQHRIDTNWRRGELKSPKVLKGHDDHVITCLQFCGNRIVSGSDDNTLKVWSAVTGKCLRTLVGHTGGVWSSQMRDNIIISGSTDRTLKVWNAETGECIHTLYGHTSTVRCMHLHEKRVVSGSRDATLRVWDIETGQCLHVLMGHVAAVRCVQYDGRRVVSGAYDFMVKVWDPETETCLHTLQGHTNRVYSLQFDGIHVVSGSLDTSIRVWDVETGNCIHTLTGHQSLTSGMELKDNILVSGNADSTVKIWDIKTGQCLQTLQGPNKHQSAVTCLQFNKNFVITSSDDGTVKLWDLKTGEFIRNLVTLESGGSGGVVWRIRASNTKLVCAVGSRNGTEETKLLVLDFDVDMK
# An asterisk follows results filed as active. Compounds as they come, and some 3.4% of all compounds hit somewhere here.
SMILES,TEAD-YAP inh,GPR151 ag,MITF primary,FBW7 act
Cc1noc(C)c1S(=O)(=O)N1CCCC(C(=O)NC2CCCCCC2)C1 (stereo not given),-5,0.6,17,-0.1
O=C1c2nccnc2C(=O)N1c1ccc(F)cc1Cl,-1,0.1,3,0.1
CCCCNC(=O)c1ccc2c(c1)NC(=O)C(CS(=O)(=O)Cc1ccc(C)cc1)N2 (stereo not given),-1,0.6,-3,0.6
COc1ccc(CCNC(=O)c2ccc(-c3c(C)nn(C)c3C)s2)cc1,-9,0.8,-3,0.1
COC(=O)c1cc(NC(=O)CS(=O)(=O)c2ccc(C)cc2)cc(C(=O)OC)c1,4,1.4,7,-0.1
C/C(=N\O)c1sc(-c2ccc(Cl)cc2)nc1C,-84,-5.6,-8,0.1
O=C(CSc1ncnc2sc3c(c12)CCCC3)c1ccc2c(c1)OCO2,4,3.6,-4,0.2
C=CCn1c(-c2cccc3ccccc23)n[nH]c1=S,-2,0.5,9,-0.1
COc1ccc(Br)c(C(=O)N/C(=C/c2cccc([N+](=O)[O-])c2)C(=O)Nc2ccc(C)cc2Br)c1,-3,1.8,3,0.1
CCCCc1ccc(-c2nc3ccccc3c(=O)n2NCc2ccccc2Cl)cc1,12,1.7,2,-0.1
COc1ccccc1NC(=O)Cn1c(=O)oc2cc(S(=O)(=O)N3CCCC3)ccc21,0,1.6,2,-0.3
Cc1cc(/C=C2\C(=O)NC(=S)N(c3ccccc3F)C2=O)c(C)n1-c1ccncc1,-5,0.1,16,0.0
O=C(N/C(=C\c1cccc(Br)c1)C(=O)N1CC2CC(C1)c1cccc(=O)n1C2)c1ccccc1F (stereo not given),6,0.9,-9,0.0
Cn1nnnc1Sc1nc(CN2CCOCC2)nc2scc(-c3cccs3)c12,61*,-0.8,-1,0.1
O=C1COc2cc(S(=O)(=O)Nc3ccc(F)c(Cl)c3)c(Cl)cc2N1,2,0.0,8,-0.1
COc1ccc(C(=O)N2CCN(C(=O)c3ccncc3)CC2)cc1,-2,-2.0,-1,-0.1
CCCN(CCC)C(=O)CSc1nc2nc(C)c(Cc3ccccc3Cl)c(C)n2n1,-5,0.1,-6,-0.1
CCCCCC1CCC(c2ccc(O)cc2)CC1 (stereo not given),-4,-0.7,6,0.2
CCC(C)NC(=O)CSc1nc2ccsc2c(=O)n1-c1ccc(Cl)c(C)c1 (stereo not given),8,-1.1,14,0.3
Cc1sc2ncn(CC(=O)O)c(=O)c2c1S(=O)(=O)N1CCOCC1,4,-0.1,6,0.1
COC(=O)c1ccccc1NS(=O)(=O)c1ccc2[nH]c(=O)c(=O)[nH]c2c1,-3,-0.5,68*,-0.1
CCCNc1nc2c(c(=O)n(C)c(=O)n2C)n1CCC(C)C,20,1.1,16,0.1
Cc1cccc(NC(=O)CC(c2ccccc2)c2ccccc2)n1,3,-0.7,2,-0.4
CCOc1ccc(Nc2cc(C(=O)NCCCOC(C)C)c3ccccc3n2)cc1,-1,-0.1,0,-0.3
CC(C)(C)c1ccccc1OCC(=O)Nc1cccc(C(F)(F)F)c1,-1,-0.8,7,0.1
CC(=O)N1CCC(O)(c2cccc(C(F)(F)F)c2)CC1,-9,0.5,11,0.1
Cc1cc(=O)n2nc(N3CCC(C(=O)NC4CCCC(C)C4C)CC3)sc2n1 (stereo not given),2,-0.6,-1,0.1
O=C(CN1CCN(CCO)CC1)Nc1ccc(OC(F)(F)F)cc1,8,-0.4,-1,-0.1
Cc1nn(-c2ccccc2)c2c1C(c1ccnc3ccccc13)C(C#N)=C(N)O2 (stereo not given),6,-0.2,5,-0.1
CCOC(=O)c1cnc2ccccc2c1Nc1cccc(C(=O)O)c1,-16,1.5,0,-0.1
COc1ccc(-c2nn(-c3ccccc3)cc2C(=O)Nc2ccc(C(=O)O)cc2)cc1,-8,1.2,2,0.0
CC(C)NC(=O)COC(=O)c1cccc(I)c1,4,0.7,-8,-0.2
CCOC(=O)c1ccccc1NC(=O)CCCN1C(=O)c2ccccc2C1=O,-5,-0.5,16,1.2
CCOc1ccc(NC(=O)CSc2nc3ccc(N4CCCCC4)cc3c(=O)n2Cc2ccccc2)cc1,9,7.7*,-1,0.0
CC(=O)c1cccc(NC(=O)Nc2ccc(Cl)c(Cl)c2)c1,-6,0.8,0,0.0
CC(=O)Oc1cccc(N2C(=O)c3ccc(C(=O)Nc4ccccc4)cc3C2=O)c1,-2,-0.2,22,0.4
O=C(Nc1ccc(F)cc1F)C1(c2cccs2)CCOCC1,0,1.4,0,0.1
O=C(Nc1ccccc1Cl)c1ccc(F)c(S(=O)(=O)NCc2ccccc2Cl)c1,7,-1.4,5,0.1
Oc1ccccc1C1=NN(c2ccccc2)C(O)(C(F)(F)F)C1 (stereo not given),-1,0.4,-1,0.1
N#CCc1ccc(NC(=O)Nc2ccc(Cl)cc2)cc1,-39,0.3,-5,0.1
CCC(=O)NNC(=O)c1ccc(OC)cc1,-4,1.6,-4,-0.1
CC1=C(C(=O)Nc2cc(C)ccn2)C(c2ccc(C)cc2)C2=C(CCCC2=O)N1 (stereo not given),-6,-0.6,-2,-0.1
Cc1cc(NC(=O)CCC(=O)N(CC(=O)NC2CCCC2)c2ccc(F)cc2)no1,2,1.4,-6,0.6
CC(C)(C)C1=NN(CCCC#N)C(=O)c2cc3ccccc3n2C1,-6,-0.5,2,0.0
CCc1ccc(N2C(=O)C3NN=C(C(=O)OCc4ccccc4)C3C2=O)cc1 (stereo not given),-4,0.4,6,0.0
CC(C)Nc1nnc(SC(C)C(=O)NC(C)(C#N)C(C)C)s1 (stereo not given),-2,-1.0,8,0.1
CCOC(=O)CSc1nc2c(c(C3CC=CCC3)c1C#N)CCC2 (stereo not given),2,-1.1,-2,0.0
CSc1ccccc1NC(=O)c1nc2nc(-c3ccccc3)cc(C(F)(F)F)n2n1,2,0.0,5,-0.1
CN(C)c1nc(N(C)C)nc(N2CC(=O)N(N)C2=N)n1,4,-0.7,8,-0.1
COc1cccc(-c2cc3nc(C)cc(NCc4cccnc4)n3n2)c1,-38,-0.6,15,0.0

# Remaining list, next part:
SMILES,TEAD-YAP inh,GPR151 ag,MITF primary,FBW7 act
Cc1ccc(CNC(=O)[C@@H](NC(=O)c2ccccc2F)C(C)C)cc1,0,-1.5,-8,0.2
CCc1ccccc1NC(=O)CCC(=O)OCC(=O)c1ccc(Br)cc1,0,-1.8,1,-0.1
CCCCCNC(=O)CCNC(=O)c1ccc(C(C)(C)C)cc1,20,0.6,11,0.3
COc1ccccc1-n1nc(C(=O)Nc2ccc(C)cc2Br)c2ccccc2c1=O,-5,-1.5,-8,-0.1
NC(=O)CSc1nnc(-c2ccccn2)n1-c1ccccc1,5,-2.2,-3,0.0
C=CCN(C(=O)NCc1ccccc1)c1n[nH]c(=S)s1,-26,0.7,-1,-0.1
Cc1cc(C)c2c(N)c(C(=O)N3CCN(c4ccccc4)CC3)sc2n1,-1,0.3,2,0.0
COc1ccccc1C(=O)NC(=S)NNC(=O)Cc1cccc2ccccc12,-12,1.4,21,0.4
COc1cc(Cl)c(C)cc1NC(=O)COc1ccccc1[N+](=O)[O-],-11,0.0,14,0.1
COc1cccc(NC(=O)c2c(O)c3cccc4c3n(c2=O)CCC4)c1,9,3.5,7,0.0
CC(C)(C)c1ccc(/C=C/C(=O)NCc2ccco2)cc1,-59,-1.7,13,0.1
COc1ccc(N2CCN(C(c3ccc(N(C)C)cc3)c3nnnn3C(C)(C)C)CC2)cc1 (stereo not given),2,-0.8,12,0.1
COc1ccc(OC(C)C(=O)Nc2cccc(C(F)(F)F)c2)cc1 (stereo not given),0,0.1,10,0.1
O=C(NCc1cccc(C(F)(F)F)c1)c1cnc(Br)s1,12,1.7,15,0.1
CCOC(=O)CSc1nnc(NC(=O)NC(C)C)s1,-2,-1.7,9,0.2
COc1cccc(Cn2c(NC(=O)Nc3ccc(F)cc3)c3ccccc3nc2=O)c1,-3,0.4,12,0.1
O=C(O)c1ccccc1C(=O)Nc1nc2c(s1)CCCC2,-18,-2.9,-3,0.2
O=C(Oc1ccc(-c2noc(-c3ccc(OC(=O)c4cccnc4)cc3)n2)cc1)c1cccnc1,0,1.0,-4,0.0
COc1cccc2cc(C(=O)Nn3cnnc3)c(=O)oc12,12,-0.5,7,-0.1
CC(=O)N1CCC2(CC1)OCc1cc(-c3cncnc3)ccc1O2,0,-0.6,2,-0.1

# Compound profiles (already shown).
# Results for COc1ccc(OC(C)C(=O)Nc2cccc(C(F)(F)F)c2)cc1 (stereo not given) : TEAD-YAP inh: 0; GPR151 ag: 0.1; MITF primary: 10; FBW7 act: 0.1
# Results for CC(C)(C)c1ccc(/C=C/C(=O)NCc2ccco2)cc1 : TEAD-YAP inh: -59; GPR151 ag: -1.7; MITF primary: 13; FBW7 act: 0.1
# Results for COc1cccc2cc(C(=O)Nn3cnnc3)c(=O)oc12 : TEAD-YAP inh: 12; GPR151 ag: -0.5; MITF primary: 7; FBW7 act: -0.1

# Entries above containing an NH in an aromatic ring:
SMILES,TEAD-YAP inh,GPR151 ag,MITF primary,FBW7 act
C=CCn1c(-c2cccc3ccccc23)n[nH]c1=S,-2,0.5,9,-0.1
COC(=O)c1ccccc1NS(=O)(=O)c1ccc2[nH]c(=O)c(=O)[nH]c2c1,-3,-0.5,68*,-0.1
C=CCN(C(=O)NCc1ccccc1)c1n[nH]c(=S)s1,-26,0.7,-1,-0.1

# The results go on.
SMILES,TEAD-YAP inh,GPR151 ag,MITF primary,FBW7 act
CCCNc1nc(-c2ccc(C(N)=O)cc2)nc2c1ncn2C1CCCCC1,13,-1.6,22,-0.1
OCCN1CCN(Cc2ccc(-c3ccc(Cl)cc3)o2)CC1,-22,-1.3,13,0.1
COc1ccc(C(C)C)cc1-c1cnc2ccc(NC3CCOCC3)nn12,0,-0.6,4,-0.2
CCOC(=O)C(C)Sc1nc(-c2ccc(OC)cc2)c(C#N)c(=O)[nH]1 (stereo not given),-3,0.2,10,0.1
Cc1cc(C)c(-c2csc(NC(=O)c3ccc(S(=O)(=O)N4CC(C)CC(C)C4)cc3)n2)c(C)c1 (stereo not given),-1,0.9,-16,0.0
COc1cc(Nc2nc(C(=O)NCc3nc4ccccc4[nH]3)cs2)cc(OC)c1OC,11,0.1,7,0.0
Cc1ccc(C)c(NS(=O)(=O)c2cc(C(=O)NCc3ccco3)ccc2C)c1,-7,-0.7,-1,0.0
CCN(CC)C(=O)CSc1ccc(C(=O)N2CCc3ccccc3C2)cc1[N+](=O)[O-],2,-0.5,-4,-0.1
O=C(NC1CCS(=O)(=O)C1)c1cc(=O)c2ccccc2o1 (stereo not given),0,0.3,4,0.0
CCOc1ccc(-n2c(=O)c3sccc3n(CC(=O)Nc3cccc(C)c3)c2=O)cc1,-4,0.1,8,0.0
O=S1(=O)CCC(N=Cc2cn(-c3ccccc3)nc2-c2ccccc2)C1 (stereo not given),-6,-0.6,18,0.2
Cc1ccc(-c2cc(C#N)c(NC(=O)c3cccs3)o2)cc1,-22,1.5,-6,-0.2
COc1cc(CNC2CCN(c3nc(C)c4cc(C)ccc4n3)CC2)cc(OC)c1OC,2,-1.5,-17,-0.1
CCCOc1ccc(C(=O)NC(C(=O)OCC)C(C)C)cc1 (stereo not given),-4,1.0,11,0.1
COc1ccc(N2C(=S)NC(C)(C)C=C2C)c(OC)c1,5,-1.1,7,-0.1
CC(=O)Oc1ccc(CN2CCc3c(nc(N4CCC(C)CC4)[nH]c3=O)C2)cc1,-4,-1.3,1,-0.1
Cc1cc(C)cc(OCc2nnc(N)s2)c1,3,3.4,0,-0.1
O=[N+]([O-])c1ccc(C2=Nn3c(COc4ccccc4)nnc3SC2)cc1,2,1.0,-8,-0.1
O=Cc1ccccc1OCC(=O)Nc1ccccc1,32*,-3.1,15,1.0
CC(NC(=O)CN(C)S(=O)(=O)c1cccc2nsnc12)c1ccccc1 (stereo not given),2,-0.2,6,-0.1
O=C(O)CCCN1C(=O)/C(=C/c2ccc(O)cc2)SC1=S,75*,-5.5,15,-0.2
CC(C)C(=O)Nc1ccc(NC(=O)C(C)(C)C)cn1,-55,-2.5,18,0.7
COc1ccc(S(=O)(=O)N2CCN(CC(=O)Nc3ccc(F)c(F)c3)CC2)cc1,8,-1.5,5,-0.2
Cc1ccccc1NC(=O)Cn1c(=O)n(Cc2ccc3c(c2)OCO3)c(=O)c2ccccc21,13,0.6,1,0.0
CCCCCSc1nc(C)c(CC(=O)O)c(=O)[nH]1,7,0.9,11,0.0
CCCOP(=O)(OCCC)c1nc(-c2ccccc2)oc1NC,6,1.1,16,0.0
NC(=O)c1ccc(NC(=O)COC(=O)Cc2ccc(F)cc2)cc1,21,-1.7,9,0.2
CS(=O)c1ccc2c(c1)NC(=O)CO2 (stereo not given),-4,1.1,-4,0.1
CC(=O)c1cccc(NC(=O)CO/N=C2/CCCc3nonc32)c1,-5,0.0,-15,1.0
O=[N+]([O-])c1cc(C=Nc2cccc(-c3nc4cccnc4o3)c2)c(O)c([N+](=O)[O-])c1,-5,-0.8,12,0.5
O=C1CC(c2ccco2)CC(O)=C1C=NCCO (stereo not given),-4,3.0,23,0.0
COC(=O)c1cc(NC(=O)Cn2cnc3scc(-c4ccccc4)c3c2=O)cc(C(=O)OC)c1,1,-0.3,1,-0.1
Cc1ccccc1NC(=O)CC1S/C(=N\N=C2CCCCCC2)NC1=O (stereo not given),1,0.0,-9,0.0
